# Screening data from PubChem BioAssay.
# TNF death inh: inhibitors of TNF-alpha induced necroptosis in Jurkat FADD-/- cells | Jurkat FADD-/- TNF necroptosis rescue, ATP luminescence, 24 h; 0 = TNF only, 100 = no-TNF cells | AID 463075 | activation (protection from cell death), % at 10 µM | 0.068% of 220,000 active;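 active means activation, meaning protection from cell death, of at least 50% relative to plate controls; inactive means activation below 50%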;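 further: necroptosis triggered by 40 ng/mL TNF-alpha added together with compound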
# FXIIa inh 1536: factor XIIa (human) inhibition | purified FXIIa, Boc-QGR-AMC fluorogenic substrate, 2 h | inhibition, % at 5 µM | AID 800 | 0.3% of 220,000 active | P00748; in the data active means inhibition above about 40%;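 further: 0% = enzyme with no compound and 100% = blank without enzyme; many of its hits are not listed in these tables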
# Target sequence (P00748 20-372 limits assumed): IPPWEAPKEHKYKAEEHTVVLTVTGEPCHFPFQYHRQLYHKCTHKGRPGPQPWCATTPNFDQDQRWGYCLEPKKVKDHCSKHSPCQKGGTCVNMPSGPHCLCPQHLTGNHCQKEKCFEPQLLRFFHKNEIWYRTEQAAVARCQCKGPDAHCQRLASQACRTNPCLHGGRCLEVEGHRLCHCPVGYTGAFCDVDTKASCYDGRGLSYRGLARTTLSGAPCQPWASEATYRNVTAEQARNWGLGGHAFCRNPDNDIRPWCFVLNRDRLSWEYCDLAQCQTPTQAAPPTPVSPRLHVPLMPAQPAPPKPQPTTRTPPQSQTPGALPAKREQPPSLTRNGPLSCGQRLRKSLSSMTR
# Target sequence (P00748 373-615 limits assumed): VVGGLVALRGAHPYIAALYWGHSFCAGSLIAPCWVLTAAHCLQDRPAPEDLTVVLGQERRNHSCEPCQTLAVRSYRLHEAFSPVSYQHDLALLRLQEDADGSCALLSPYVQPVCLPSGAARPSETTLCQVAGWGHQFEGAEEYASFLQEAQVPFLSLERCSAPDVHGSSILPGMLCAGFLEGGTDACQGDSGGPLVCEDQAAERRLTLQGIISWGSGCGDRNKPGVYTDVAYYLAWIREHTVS
# FXIa inh: inhibitors of human coagulation factor XIa; purified FXIa, Boc-Glu-Ala-Arg-AMC fluorogenic substrate; inhibition, % at 5 µM; 0.14% of 220,000 active;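 active means inhibition of at least 40%; inactive means inhibition below 40%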;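 further: fluorescence of freed AMC excited at 355 nm; 0% = enzyme without compound and 100% = no enzyme blank; many of its hits are not listed in these tables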
# CHOP inhibitor: blocks CHOP induction under ER stress. CHO-K1 CHOP-promoter luciferase, tunicamycin-induced, 15-18 h. inhibition, % at 10 µM. 3.8% of 220,000 active;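 active means compounds that reduced the stress-induced luciferase reporter signal by more than about 70% of percent inhibition, limit read from the data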;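 further: 0% = tunicamycin plus vehicle and 100% = wells without tunicamycin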
# PPC-1+TRAIL kill: PPC-1 cancer cell killing with TRAIL present. cell killing (% activity), % at 4 µM. PPC-1 cells + TRAIL, ATPLite viability luminescence. 0.41% of 220,000 active;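 active means cell killing above 50% in the first pass at 4 µM, then a duplicate retest at 5 µM averaging 50% or more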;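 further: plate controls were cells with TRAIL plus DMSO for no effect and medium-only wells lacking cells for full effect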
# zVAD death inh: L929 zVAD cell death inhibition | 0.38% of 220,000 active | viability rescue, % at 10 µM | L929 zVAD necroptosis rescue, ATP luminescence, 24 h; with zVAD 60 µM | AID 1377;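 active means activation, scaled between plate controls, above about 75%, limit read from the data; inactive means activation under that limit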;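 further: 0% = zVAD with DMSO and 100% = DMSO alone without zVAD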
# Wee1 stabilizer: inhibitors of human Wee1 degradation; AID 1321; HeLa Luc-Wee1K328M stability, luciferase luminescence; 100% = proteasome inhibitor MG132 effect; reporter increase, % at 5 µM; 1.2% of 220,000 active; P30291;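 active means activation above the mean of all tested compounds plus 3 SD, set per screening run, cut at about 8.8% in these data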;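 further: cells exposed to compound for 20 h before luminescence read; 0% = DMSO alone and 100% = MG132 at 30 µM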
# TbHK1 inh: blocks Trypanosoma brucei hexokinase 1 activity; recombinant TbHK1, G6PDH-coupled NADH A340; inhibition, % at 10 µM; 0.11% of 220,000 active;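 active means inhibition of 50% or more in the single-dose primary screen; inactive means inhibition below 50%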
# EP2 antag: inhibitors of human EP2 prostaglandin E2 receptor | C6 glioma cells expressing human EP2, cAMP TR-FRET; cells stimulated with saturating PGE2 | inhibition, % at 25 µM | 0.52% of 260,000 active;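 active means percent inhibition above 40 after rounding to a whole number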;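 further: rat C6 glioma host cells with rolipram phosphodiesterase inhibitor present; the protocol text gives 20 µM as final concentration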
# Target sequence (P43116 whole entry, looked up): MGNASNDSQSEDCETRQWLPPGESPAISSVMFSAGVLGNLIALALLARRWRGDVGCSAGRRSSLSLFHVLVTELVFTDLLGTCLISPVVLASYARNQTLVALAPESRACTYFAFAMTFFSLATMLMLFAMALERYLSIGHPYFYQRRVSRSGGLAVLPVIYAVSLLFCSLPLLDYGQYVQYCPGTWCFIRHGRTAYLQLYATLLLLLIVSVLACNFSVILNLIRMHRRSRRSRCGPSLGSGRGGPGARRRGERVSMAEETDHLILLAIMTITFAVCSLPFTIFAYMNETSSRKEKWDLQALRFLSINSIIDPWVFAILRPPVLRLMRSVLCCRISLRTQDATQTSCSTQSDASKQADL
# Starred values were filed as active, the others as inactive; nt = not tested or not shown.
SMILES,TNF death inh,FXIIa inh 1536,FXIa inh,CHOP inhibitor,PPC-1+TRAIL kill,zVAD death inh,Wee1 stabilizer,TbHK1 inh,EP2 antag
Cc1cccc(N2CCN(C(=O)Cn3cccc3C(=O)c3ccccc3)CC2)c1C,0.9,6.6,-4.3,71.0*,11.5,-0.4,1.4,-7.4,2.7
O=C(Nc1ccn(Cc2c(F)c(F)cc(F)c2F)n1)c1ccc(COc2ccccc2Cl)cc1,-16.3,14.8,1.6,46.0,10.7,1.7,-0.6,-6.1,5.8
CCc1ccc(/C=N/Nc2ncnc3nc[nH]c23)cc1,-10.0,8.0,0.6,43.3,41.5,74.8,2.7,-100.5,11.7
CC(=O)NC(CC(=O)Nc1nccs1)c1ccccc1 (stereo not given),3.4,4.8,12.0,-2.5,4.3,0.5,0.8,-4.9,6.0
Cc1cccc(-n2nnnc2SCC(=O)NCCN2C(=O)CSC2=O)c1,-1.7,0.8,-0.5,50.3,20.1,-0.2,0.6,1.3,6.5
CC(=O)N1CCC(=NNC(=O)c2cccs2)CC1,1.4,6.7,4.1,-5.9,-0.3,0.4,3.9,5.2,4.7
CCCc1cc2c(=O)n(NC(=O)c3nn(C)cc3[N+](=O)[O-])c(C)nc2s1,1.9,6.3,12.4,16.5,31.0,-0.4,5.2,1.1,0.8
Cc1nc(-c2cccs2)sc1C(=O)NN,0.0,3.5,3.3,13.9,-18.4,-0.3,6.8,-34.4,5.2
CSc1nsc(SCC(=O)Nc2ccccn2)n1,-0.4,12.0,-4.6,-31.7,3.0,0.1,7.4,6.7,5.5
O=C(Cn1ccc2ccccc2c1=O)NCCC(=O)N1CCN(C(=O)c2ccco2)CC1,-1.0,nt,nt,nt,nt,0.6,-1.8,-7.3,nt
CN(C)CCOC(=O)/C(=C/c1cn(C)c2ccccc12)NC(=O)c1ccccc1,0.0,8.2,4.1,5.3,22.4,-0.3,-1.1,-50.8,9.8
COc1cccc(/C=C/C(=O)N2CCN(S(=O)(=O)c3ccccc3)CC2)c1OC,2.0,6.8,-0.2,-0.1,14.9,0.1,-2.3,-4.0,2.5
CC1(C)CC2(CCCN(C(=S)Nc3ccccc3)C2)CCO1 (stereo not given),0.6,2.6,-5.3,10.9,21.4,-0.6,-3.3,-6.8,2.8
CCOC(=O)N1CCN(C(=O)CCCn2c(=S)[nH]c3ccsc3c2=O)CC1,0.4,15.1,2.4,40.7,6.3,0.9,-2.0,-7.2,2.6
CCOc1cc(C2C3=C(CC(C)(C)CC3=O)Nc3n[nH]c(C)c32)ccc1O (stereo not given),1.0,10.0,-2.8,0.9,5.9,-0.8,0.7,-23.6,6.8
CCn1cc(-c2n[nH]c(=S)n2-c2ccc(C)cc2Br)c(=O)c2ccc(C)nc21,-0.4,13.9,9.8,1.8,-7.3,-0.5,-2.9,-31.1,3.9
O=C(Nc1cccc(Cl)c1)c1cc(S(=O)(=O)NCCc2ccc(Cl)cc2)ccc1F,3.2,26.6,21.8,50.7,3.6,3.1,0.0,0.1,4.4
COc1ccc(N2CCN(C(=O)c3ccc(CSc4ccccc4)cc3)CC2)cc1,1.5,13.8,10.8,-27.1,20.3,0.3,0.3,-6.1,7.2
C=CCN(CC=C)CC(=O)Nc1ccc(S(N)(=O)=O)cc1,-0.7,13.2,8.0,10.9,-3.0,1.0,2.1,-3.1,7.7
COc1c(F)c(F)c(C(=O)Nc2ccccc2N2CCN(C(=O)C(C)C)CC2)c(F)c1F,0.5,14.6,3.9,-1.8,-1.3,-1.2,3.8,6.1,4.8

# Quoted at random: two entries already listed
SMILES,TNF death inh,FXIIa inh 1536,FXIa inh,CHOP inhibitor,PPC-1+TRAIL kill,zVAD death inh,Wee1 stabilizer,TbHK1 inh,EP2 antag
CN(C)CCOC(=O)/C(=C/c1cn(C)c2ccccc12)NC(=O)c1ccccc1,0.0,8.2,4.1,5.3,22.4,-0.3,-1.1,-50.8,9.8
COc1ccc(N2CCN(C(=O)c3ccc(CSc4ccccc4)cc3)CC2)cc1,1.5,13.8,10.8,-27.1,20.3,0.3,0.3,-6.1,7.2

# The main list resumes with the three entries that preceded the break.
SMILES,TNF death inh,FXIIa inh 1536,FXIa inh,CHOP inhibitor,PPC-1+TRAIL kill,zVAD death inh,Wee1 stabilizer,TbHK1 inh,EP2 antag
COc1ccc(N2CCN(C(=O)c3ccc(CSc4ccccc4)cc3)CC2)cc1,1.5,13.8,10.8,-27.1,20.3,0.3,0.3,-6.1,7.2
C=CCN(CC=C)CC(=O)Nc1ccc(S(N)(=O)=O)cc1,-0.7,13.2,8.0,10.9,-3.0,1.0,2.1,-3.1,7.7
COc1c(F)c(F)c(C(=O)Nc2ccccc2N2CCN(C(=O)C(C)C)CC2)c(F)c1F,0.5,14.6,3.9,-1.8,-1.3,-1.2,3.8,6.1,4.8
O=C(CNC(=O)c1ccc(Cl)cc1Cl)NCCCn1ccnc1,-0.3,14.2,4.4,-1.0,19.3,0.9,-0.9,4.3,9.8
O=C(O)CSc1cc(NS(=O)(=O)c2cccc([N+](=O)[O-])c2)c2ccccc2c1O,-29.0,1.0,-8.3,-44.3,33.7,17.9,-2.3,62.6*,13.2
Clc1ccccc1OCCCCn1ccnc1,-2.6,29.8,19.4,7.6,24.8,-0.2,0.1,-4.0,3.1
C=CCOC(=O)C1=C(C)Nc2nc3ccccc3n2C1c1ccncc1 (stereo not given),1.9,7.1,-3.1,1.4,-11.8,2.0,-1.1,-9.9,2.5
O=C(Nc1ccccc1Sc1ccccc1)c1ccccc1,-0.3,-1.6,3.2,91.6*,-28.0,-0.9,-1.5,0.6,6.9
C=CCn1c(SCC(=O)c2cccs2)nc2sc(CC)cc2c1=O,-6.5,-5.3,-8.5,37.4,18.5,0.6,1.6,8.6,8.8
O=C1CCC(=O)N(O)CCCCCNC(=O)CCC(=O)N(O)CCCCCNC(=O)CCC(=O)N(O)CCCCCN1,0.7,6.1,1.1,3.7,15.5,1.6,nt,-8.5,14.3
O=C(CCCSc1nnnn1-c1ccccc1)c1ccc(F)cc1,-2.0,16.1,6.9,17.1,-2.2,0.6,-1.6,0.9,8.8
COc1ccc(NC(=O)COC(=O)CCCc2c[nH]c3ccccc23)cc1OC,-0.6,10.2,-0.9,11.3,9.8,0.1,-0.2,-2.7,3.0
CCC(c1nnnn1Cc1ccc(F)cc1)N1CCN(C2CCCCC2)CC1 (stereo not given),0.7,14.8,5.3,5.5,6.5,-0.4,-2.5,-2.1,24.4

# Reformatted field by field: entries from further up.
O=C(CNC(=O)c1ccc(Cl)cc1Cl)NCCCn1ccnc1
  TNF death inh: -0.3; FXIIa inh 1536: 14.2; FXIa inh: 4.4; CHOP inhibitor: -1.0; PPC-1+TRAIL kill: 19.3; zVAD death inh: 0.9; Wee1 stabilizer: -0.9; TbHK1 inh: 4.3; EP2 antag: 9.8

O=C(O)CSc1cc(NS(=O)(=O)c2cccc([N+](=O)[O-])c2)c2ccccc2c1O
  TNF death inh: -29.0; FXIIa inh 1536: 1.0; FXIa inh: -8.3; CHOP inhibitor: -44.3; PPC-1+TRAIL kill: 33.7; zVAD death inh: 17.9; Wee1 stabilizer: -2.3; TbHK1 inh: 62.6*; EP2 antag: 13.2

# Next section
SMILES,TNF death inh,FXIIa inh 1536,FXIa inh,CHOP inhibitor,PPC-1+TRAIL kill,zVAD death inh,Wee1 stabilizer,TbHK1 inh,EP2 antag
CCN1CCN(c2cc(C)c3cc(NC(=S)N(CC)CC)ccc3n2)CC1,-0.2,7.1,-1.1,1.5,21.3,2.5,1.4,-10.2,0.7
CCC(C)N(C(=O)COC(=O)Cc1n[nH]c(=O)c2ccccc12)C1CCS(=O)(=O)C1 (stereo not given),-0.6,12.3,0.4,-29.1,6.2,0.5,-0.2,0.8,8.1
CCc1ccc(/C=C2\SC(=S)N(CCC(=O)NC3=NCCS3)C2=O)cc1,0.8,-0.1,-5.7,88.0*,-7.3,2.1,-4.7,-15.5,2.9
Cc1occc1-c1nnc(SCC(=O)Nc2ccccc2)n1C(C)c1ccccc1 (stereo not given),2.5,8.2,-1.1,41.8,-9.6,-1.1,4.0,3.3,nt
CCN1C(=O)/C(=C\C(=O)c2cccs2)c2cc(Br)ccc21,-7.2,12.9,1.0,15.2,-7.2,16.8,0.8,-1.2,7.5
NC1=NS(=O)(=O)NC1c1ccc(Br)cc1 (stereo not given),-0.8,12.8,1.3,-0.3,18.8,0.5,0.5,4.0,1.5
CC(CCc1ccccc1)NC(=O)CN1CCN(Cc2ccccc2)C1=O (stereo not given),-1.5,-4.8,-3.8,8.0,14.1,-0.1,2.2,0.7,5.2
Cc1cc(NC(=O)CSc2nc(-c3ccc(Cl)cc3)cs2)no1,-0.8,15.6,8.7,30.1,31.4,-0.2,-1.2,-3.5,5.7
O=C(NCCCN1CCOCC1)c1cc2cc(Cl)cc(Cl)c2oc1=O,-1.1,nt,nt,nt,nt,0.3,3.0,-5.1,nt
CCOC(=O)CNC(=O)CSc1ncnc2c1cnn2-c1ccc(OC)cc1,-2.3,-3.8,1.6,4.6,9.5,0.3,-3.5,1.0,12.1
Cc1cc2c(N)cccc2nn1,-2.4,12.2,13.6,-34.6,34.9,4.1,-1.1,-0.2,10.3
COc1cccc(/C=C/c2ccncc2)c1OC,-5.9,-7.3,-10.0,25.3,15.0,-0.4,0.4,2.8,nt
Cc1ccc(NC(=O)COc2ncnc3ccccc23)cc1S(=O)(=O)N1CCOCC1,1.4,7.2,5.5,-14.5,19.8,0.3,-3.5,-1.1,8.1
CC(=O)n1cc([C@H]2C=C(C(=O)Nc3ccccc3)O[C@@H](OCCCCO)C2)c2ccccc21,0.8,4.5,0.3,5.4,9.2,0.3,2.6,-10.7,15.5
COCCn1c(SCc2cccnc2)nnc1-c1c[nH]c2ccccc12,1.2,-7.0,-10.0,5.7,-17.4,3.4,0.6,3.7,7.8
O=P(O)(c1ccc(Cl)cc1)c1ccc(Cl)cc1,0.0,-7.2,-12.9,-16.4,-14.7,-0.3,-1.8,1.9,8.4
COc1cccc(/C=N/NC(=O)CSCC(=O)Nc2ccccc2)c1O,-16.2,7.1,6.1,45.6,-32.5,3.8,-0.9,-1.9,7.8
CCn1c(O)c(/C=C2\C=NN=C2c2ccc(C)cc2)sc1=S,5.2,3.4,3.5,25.6,32.0,2.4,-0.1,10.3,2.8
COc1cccc(-c2cc(N3C(=O)Nc4ccccc4N3O)n[nH]2)c1,-0.5,2.4,16.3,-5.8,1.4,-0.2,4.2,3.8,11.6
O=C1CN2C(=Nc3ccc(Br)cc3C2c2ccccc2)CCN1 (stereo not given),0.6,4.1,-1.3,-4.8,5.6,0.5,1.7,-9.2,5.5
COc1ccc(S(=O)(=O)NCC2CCCN(C(=O)C=C(C)C)C2)cc1 (stereo not given),0.7,3.1,-1.3,18.0,10.6,11.1,-2.8,-1.0,3.4
CCOc1ccc2[nH]c(=O)c(CN(CCc3ccccc3)C(=O)N3CCCC3)cc2c1,-3.5,9.9,-2.8,5.0,13.9,-0.4,0.4,-14.0,6.7

# Not all compounds are listed, so the mix of outcomes need not match the whole.
